Dengue-2 NS5 capping = flavivirus cap methylation enzyme inhibition – biochemical, confirmation dose response, primary screen (AID 588689) | Dengue-2 NS5 methyltransferase capping enzyme assay, biochemical; higher % means a stronger effect | inhibition, % at 25 µM; hits with a dose series show IC50 in µM | 340,000 compounds, 0.3% hits; in the data active means a potency from the dose series; inconclusive means inhibition above about 29% without an active follow-up result
Dengue-2 NS5 capping pilot replicate = also measured in Dengue-2 NS5 capping; calls as there; inhibition, %; measured here: pilot screen replicate inhibition
* = called active by the depositor; ? = inconclusive. This is a subset; the hit share may differ from the screen's.

SMILES	Dengue-2 NS5 capping	others
Cc1cc(NS(=O)(=O)c2ccc(NC(=O)COc3cc(C)c(Cl)c(C)c3)cc2)no1	1%
Cc1ccc(C(=O)CCC(=O)OCc2nnc(-c3ccccc3)o2)cc1	-6%
COc1ccc(CCNC(=O)COC(=O)Cc2c[nH]c3ccccc23)cc1OC	4%
C[C@@H]1CN([C@H](C)CO)C(=O)CCCn2nncc2CO[C@@H]1CN(C)C(=O)Cc1ccccc1	-12%
CCOc1ccc(/C=C/C(=O)N(C)CC(=O)Nc2cccc(F)c2)cc1OCC	-3%
O=[N+]([O-])c1ccc(N=Nc2ccc(O)c3ccccc23)cc1	-19%
Cc1ccccc1C(=O)N1CCC(C(=O)Nc2cccc(S(=O)(=O)N3CCCCC3)c2)CC1	1%
C[C@H]1COC(=O)[C@@H](Cc2ccc(F)cc2)CC/C=C/C[C@H](CC(=O)N(CCO)Cc2ccccc2)C(=O)N1	2%
O=C(Cc1csc(-c2cccc(Cl)c2)n1)Nc1cccc(S(=O)(=O)NC2=NCCC2)c1	-5%
CCCCCCN1C[C@H](O)[C@@H](n2cc(COC(=O)c3ccccc3)nn2)C[C@@H]1c1ccc(Cl)cc1	4%
O=S(=O)(NCC(c1ccc2c(c1)OCO2)N1CCOCC1)c1ccc(Cl)cc1 (stereo unspecified)	1%
Cc1cc(N2O[C@]34C=C[C@]25C[C@@H](O)CC[C@]5(C)C3CC[C@]2(C)[C@@H]([C@H](C)/C=C/[C@H](C)C(C)C)CC[C@H]24)no1 (stereo partly specified)	-5%
O=C(NCC1(N2CCCCC2)CCCCC1)c1cccc(S(=O)(=O)Nc2ccccc2Cl)c1	0%
CCN1C(=O)[C@H]2[C@@H](c3ccc(C)cc3)N[C@]3(CCCN(Cc4ccc(OC)cc4)C3=O)[C@H]2C1=O	-4%
COc1cccc(S(=O)(=O)N(C)C[C@@H]2Oc3cc(C#CCN(C)C)ccc3S(=O)(=O)N([C@H](C)CO)C[C@@H]2C)c1	0%
C=CCN(c1ccccc1)S(=O)(=O)c1cccc(C(=O)NCC(c2ccc(OC)cc2)N2CCCCC2)c1 (stereo unspecified)	-4%
CCN(CC)C(=O)C1=C(C)N(Cc2ccccc2)C(=O)C(CC(=O)NCCCCc2ccccc2)C1 (stereo unspecified)	6%
Cc1cc(C)c(NC(=O)COC(=O)CCn2c(C)csc2=O)c(C)c1	-8%
Cc1ccc(NC(=O)Cn2cnc3c(NCc4ccccc4)ncnc32)cc1C	-1%	Dengue-2 NS5 capping pilot replicate=-4.3
Cc1cc(C(=O)COC(=O)C2=COCCO2)c(C)n1-c1ccccc1	4%
COc1ccc(NC(=O)CN(C)C(=O)Cc2c[nH]c3ccccc23)cc1	-4%
O=C(CCCC(=O)NN=Cc1ccccc1Cl)NN=Cc1ccccc1Cl	5%
Nc1ccn(CCCN2CCN(Cc3cccc4ccccc34)CC2)c(=O)n1	5%
O=C(NCC1(N2CCCCC2)CCCCC1)c1ccc(NS(=O)(=O)c2ccc(F)cc2)cc1	-6%
CCN(C(=O)COC(=O)c1ccc2c(c1)OCO2)c1ccc(F)cc1	8%
CC(OC(=O)c1cc(=O)[nH]c2ccccc12)C(=O)NCc1ccccc1 (stereo unspecified)	3%
O=C1NC[C@H](c2ccccc2)OC(=O)[C@H](Cc2ccc(F)cc2)C/C=C\C[C@@H]1CC(=O)N(CCO)Cc1ccccc1	-9%
C=C[C@]1(C)C=C2CCC3[C@](C)(CCC[C@@]3(C)C(=O)O)C2CC1 (stereo partly specified)	23%
Cn1c(C=O)c(-c2ccc3cc[nH]c3c2)c2ccccc21	-7%
CCN(CC)C(=O)c1ccc(C(=O)Nc2ccc(F)cc2)cc1	0%
O=C(c1ccccc1Cl)c1c(O)c2ccccc2oc1=O	8%
O=C(COC(=O)c1cccnc1SC(F)F)NC1CC1	-13%
C[C@@H]1CN([C@H](C)CO)C(=O)CCCn2nncc2CO[C@H]1CN(C)C(=O)Nc1cccc2ccccc12	1%
Cn1c(=O)c2c(ncn2CC(=O)OCC(=O)c2ccc(Br)cc2)n(C)c1=O	-2%
COc1ccccc1C(=O)NCCC(=O)NC1CCCCC1C (stereo unspecified)	-10%
O=C(O)c1ccc(/C=N\Nc2ccccn2)cc1	0%
O=C(COC(=O)COc1ccccc1)NCc1ccco1	-4%
CCOc1ccc(S(=O)(=O)NCCC(=O)N(C)Cc2ccc(C)o2)cc1	1%
CN(CC(=O)Nc1ccc(F)c(F)c1F)C(=O)C1CCCN1C(=O)c1cccs1 (stereo unspecified)	-7%
O=c1cc(NC2CCCCC2)[nH]c(=O)[nH]1	-7%
CCc1ccccc1NC(=O)COC(=O)c1c(C)nsc1NC	3%
COc1ccc(C(=O)NNC(=S)NC(=O)c2cccc([N+](=O)[O-])c2)cc1	-9%
O=C(CSc1nc2ccccc2c(=O)n1CCCN1CCOCC1)Nc1ccccc1OC(F)F	2%
Cc1ccc(CN(C)C(=O)CCNC(=O)c2ccc(Cl)cc2)o1	0%
CON(C)S(=O)(=O)c1cccc(C(=O)Nc2cccc(S(=O)(=O)NC3=NCCCCC3)c2)c1	-3%
CCOc1ccc(NC(=O)CN(C)C(=O)C2(c3ccccc3)CC2)cc1OCC	-13%
COc1ccc(C(C#N)=Cc2ccccc2OC)cc1	-5%
Cc1onc(-c2c(F)cccc2Cl)c1C(=O)OCC(=O)N1C(C)CCCC1C (stereo unspecified)	-9%
O=C1CCc2cc(S(=O)(=O)NCCc3ccccc3)cc3c2N1CC3	-11%
C[C@H]1CN([C@@H](C)CO)S(=O)(=O)c2ccc(C#CC3CC3)cc2O[C@H]1CN(C)C(=O)c1cccnc1	-9%
CC(C)(C)[C@@H]1COC(=O)[C@H](Cc2ccc(F)cc2)C/C=C\C[C@@H](CC(=O)NCCO)C(=O)N1	2%
CC(Oc1cccc(Cl)c1)C(=O)Nc1ccc(N2CCOCC2)cc1N1CCOCC1 (stereo unspecified)	-7%
CN(C)C1=NC[C@H](Cc2ccccc2)N1CCc1ccc(F)cc1	-3%
CCOc1ccccc1CNn1cnnc1SCC(=O)NC(C)(C)C	5%
Cc1[nH]c2ccccc2c1C(=O)COC(=O)c1ccccc1O	6%
COC(=O)[C@]1(C)N[C@H](CN(C)C(=O)Nc2ccc(C(F)(F)F)cc2)[C@@H]2C(=O)N(C)C(=O)[C@@H]21	-4%	Dengue-2 NS5 capping pilot replicate=-6.1
O=C(COc1cccc(C(F)(F)F)c1)NNC(=O)c1ccc(=O)[nH]c1	-6%
O=C(CN1C(=O)NC2(CCCCC2)C1=O)N1CCN(S(=O)(=O)/C=C/c2ccccc2)CC1	-9%
O=c1c2c(O)cc(O)cc2oc2ccc(O)c(O[C@@H]3O[C@H](CO)[C@@H](O)[C@H](O)[C@H]3O[C@H]3O[C@H](CO)[C@@H](O)[C@H](O)[C@H]3O)c12	1%
Cc1noc(C)c1C(=O)N1CCN(c2ccccc2O)CC1	-7%

Overlap with the part before: 2 compounds, then new ones.
SMILES	Dengue-2 NS5 capping	others
O=c1c2c(O)cc(O)cc2oc2ccc(O)c(O[C@@H]3O[C@H](CO)[C@@H](O)[C@H](O)[C@H]3O[C@H]3O[C@H](CO)[C@@H](O)[C@H](O)[C@H]3O)c12	1%
Cc1noc(C)c1C(=O)N1CCN(c2ccccc2O)CC1	-7%
COc1ccc(C(=O)OCc2cc(=O)oc3cc(C)ccc23)cc1S(=O)(=O)N1CCOCC1	-8%
Cc1nc(SCC(=O)Nc2c(C)n(C)n(-c3ccccc3)c2=O)c2cnn(-c3ccccc3)c2n1	-1%
O=C(CSc1nccn(-c2ccc3c(c2)OCCO3)c1=O)Nc1ccccc1	10%
Cc1ccccc1C(=O)NCC(C)NC(=O)c1ccccc1C (stereo unspecified)	0%
CCOC(=O)/C=C/[C@H]1CCc2cccc(Cl)c2O1	-5%
Cc1c(C(=O)OCc2ccc(F)cc2)sc2nc3n(c(=O)c12)CCC3	-5%
CCC(CO)Oc1cc(NC(=O)c2ccccc2F)c2ncn(C(C)C)c2c1 (stereo unspecified)	-7%
Cc1ccc(OCC(COCc2ccccc2)NC(C)C)cc1 (stereo unspecified)	5%
CCOC(=O)CC1COCCN1C(=O)c1cc(COc2ccccc2SC)on1 (stereo unspecified)	6%
CCOC(=O)C1=C(C)Nc2ccccc2N/C1=N\S(=O)(=O)c1ccccc1	2%
O=C(COC(=O)c1ccco1)NNC(=O)c1ccc(Cl)cc1	2%
COc1cc2sc(-c3ccc(S(C)(=O)=O)cc3)c(-c3ccc4c(c3)OCO4)c2cc1OC	-4%
CN(CC(=O)Nc1cccc(F)c1)C(=O)c1cn2ccccc2n1	-4%
CC1CC(C)CN(C(=O)c2ccc(Br)c(S(=O)(=O)N3CCOCC3)c2)C1 (stereo unspecified)	-5%
CC(=O)Nc1ccc2nc(NC(=O)CS(=O)(=O)c3ccccc3)sc2c1	2%
COCCCNC(=O)C[C@H]1C[C@H](C(=O)N2CCCCC2)[C@@]2(CCc3ccccc3)c3[nH]c4cc(CCC(=O)N(C)C)ccc4c3CCN2C1=O	-7%	Dengue-2 NS5 capping pilot replicate=-1.2
Cc1ccn2c(=O)nc(SCC(=O)NC3CCCCC3)nc2c1	-4%
Cc1cccnc1NC(=O)c1ccc(Br)o1	-2%
COc1ccc(/C=C/C(=O)N(CCC(N)=O)c2ccccc2)cc1S(=O)(=O)N1CCOCC1	3%
CC1CN(C(C)C)C(=S)N(c2ccccc2)C1=O (stereo unspecified)	6%
O=C(NCCC1CCCCN1S(=O)(=O)c1ccccc1)C(=O)Nc1ccccc1F (stereo unspecified)	-12%
CC(C)Oc1ccc(/C=C(\C#N)C(=O)NC2CC2)cc1	9%
COc1cccc(CNC(=O)COC(=O)c2cc([N+](=O)[O-])ccc2N2CCCC2)c1	-1%
Cc1ccc(C(=O)NCC(=O)N(C)CC(=O)Nc2ccccc2Br)s1	-3%
C=CCn1c(=O)/c(=C/c2ccsc2)s/c1=C(\C#N)C(=O)NCCN1CCOCC1	?
O=C(NCCc1ccc(Cl)cc1)C1=CC=CN2CCS(=O)(=O)N=C12	-7%
C[C@H]1CN([C@@H](C)CO)C(=O)CCCn2nncc2CO[C@@H]1CN(C)C(=O)Cc1ccccc1	-2%
CC(C)c1nc2oc3c(N4CCNCC4)ncnc3c2c2c1CCC2	-2%
O=S(=O)(NCCc1nc2ccccc2[nH]1)c1ccccc1	-9%
Cc1c(C(=O)OCC(=O)NCC2CCCO2)oc2ccccc12 (stereo unspecified)	5%
Cc1ccccc1SCC(=O)Nc1cc(C(F)(F)F)ccc1N1CCOCC1	-3%
O=C(COc1ccccc1Cl)NC(=O)NC1CCCCC1	0%
CCN(CC)c1ccc(C=C2SC(=S)NC2=O)cc1	?
CN(Cc1ccc2c(c1)OCCO2)C(=O)CSc1ncnc2sccc12	-9%
Cc1ccc(OCCOC(=O)c2cccc(S(=O)(=O)N3CC(C)OC(C)C3)c2)cc1 (stereo unspecified)	5%
CCCN(CC(=O)Nc1ccccc1C)C(=O)c1cn2ccccc2n1	-5%

Not a retest: entries from further up.
SMILES	Dengue-2 NS5 capping	others
COc1cccc(CNC(=O)COC(=O)c2cc([N+](=O)[O-])ccc2N2CCCC2)c1	-1%
Cc1ccc(C(=O)NCC(=O)N(C)CC(=O)Nc2ccccc2Br)s1	-3%
C=CCn1c(=O)/c(=C/c2ccsc2)s/c1=C(\C#N)C(=O)NCCN1CCOCC1	?
O=C(NCCc1ccc(Cl)cc1)C1=CC=CN2CCS(=O)(=O)N=C12	-7%
C[C@H]1CN([C@@H](C)CO)C(=O)CCCn2nncc2CO[C@@H]1CN(C)C(=O)Cc1ccccc1	-2%
CC(C)c1nc2oc3c(N4CCNCC4)ncnc3c2c2c1CCC2	-2%
O=S(=O)(NCCc1nc2ccccc2[nH]1)c1ccccc1	-9%
Cc1c(C(=O)OCC(=O)NCC2CCCO2)oc2ccccc12 (stereo unspecified)	5%
Cc1ccccc1SCC(=O)Nc1cc(C(F)(F)F)ccc1N1CCOCC1	-3%
O=C(COc1ccccc1Cl)NC(=O)NC1CCCCC1	0%
CCN(CC)c1ccc(C=C2SC(=S)NC2=O)cc1	?
CN(Cc1ccc2c(c1)OCCO2)C(=O)CSc1ncnc2sccc12	-9%
Cc1ccc(OCCOC(=O)c2cccc(S(=O)(=O)N3CC(C)OC(C)C3)c2)cc1 (stereo unspecified)	5%
CCCN(CC(=O)Nc1ccccc1C)C(=O)c1cn2ccccc2n1	-5%

Further results:
SMILES	Dengue-2 NS5 capping	others
CSC[C@H]1CN(Cc2cccnc2)C(=O)[C@@H]1CC(=O)Nc1ccc(Br)cc1	-3%
COc1cc(OC)cc(C(=O)NCC(C)NC(=O)c2cc(OC)cc(OC)c2)c1 (stereo unspecified)	-2%
CCN(CC)CCCNC(=O)c1ccc2c3n(nc2c1)-c1ccc(Cl)cc1CO3	-13%
COc1cccc(N2CCN(C(=O)CC(NC(=O)c3ccccc3)c3ccccc3)CC2)c1 (stereo unspecified)	-14%
CC1=C(C(=O)N2CCOCC2)CC(CC(=O)NCc2ccco2)C(=O)N1CCC1=CCCCC1 (stereo unspecified)	1%
CC(=O)c1cccc(OC(=O)c2cc(S(=O)(=O)N3CCOCC3)ccc2N2CCCC2)c1	-5%
O=C(O)Cn1c2ccccc2c2nc3ccccc3nc21	1%
CCCCCN(C(=O)CCC(=O)OCC(=O)c1c(C)cc(C)cc1C)c1c(N)n(CCCC)c(=O)[nH]c1=O	2%
Cc1ccc2ncccc2c1	1%
COc1ccccc1NC(=O)C(C)OC(=O)C1CCN(S(=O)(=O)c2ccccc2C(F)(F)F)CC1 (stereo unspecified)	-5%
CCCOc1ccc(C(CC(=O)O)NC(=O)C(c2ccccc2)c2ccccc2)cc1 (stereo unspecified)	9%
Cc1c(CCOC(=O)c2ccc(Cl)cc2Cl)sc[n+]1CC(=O)c1ccccc1	-4%
Cc1ccccc1S(=O)(=O)N1C[C@H]2CON(C)[C@H]2C[C@H]1c1cccc(N2CCOCC2)c1	-3%	Dengue-2 NS5 capping pilot replicate=-2.1
C[C@H](NC(=O)c1nc[nH]c1C(=O)NCCCCCNC(=O)OC(C)(C)C)c1ccccc1	-11%
CC(=O)N1CCN(C(=O)c2cccc(S(=O)(=O)Nc3c(C)n(C)n(-c4ccccc4)c3=O)c2)CC1	-10%
Cc1ccc(S(=O)(=O)N2CCN(C(=O)COC(=O)CCOc3cc(C)ccc3C)CC2)c(C)c1	-2%

From PubChem BioAssay
